human PMI inhibition: inhibitors of human PMI, primary screen, biochemical, fluorescence intensity, coupled assay (AID 1209). hit rate 0.42% among 190,000. one-dose inhibition, % at 20 µM; IC50 in µM for titrated hits. purified PMI enzyme, coupled fluorescence intensity; higher % means a stronger effect;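 also: plate controls were DMSO vehicle for no effect and wells lacking substrate for full effect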
Autophagy mod: modulators of autophagy; calls only at 10 µM (by protocol); MEF GFP-LC3 puncta imaging; test concentration mostly 10 µM; hit rate 0.98% among 190,000;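 active = percentage of spot-positive cells more than 3 SD above its plate mean, without a fluorescence outlier flag or 80% toxicity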;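 also: spot-positive cell cutoff set from DMSO-treated cells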
Dynein transport: dynein cargo transport inhibition; 3617.4 mouse cells, GR-EGFP nuclear translocation imaging; test concentration mostly 20 µM; stimulated with dexamethasone, 1 µM; hits give low values; z-score, hits read low; hit rate 0.47% among 220,000;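 active = plate z-score of nuclear minus cytoplasmic receptor signal below a set negative limit, without overly bright fluorescence or cell loss, cut at about -3.5 in these data, passing the limit was not always enough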;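 also: z-score of nuclear minus cytoplasmic ring GR-EGFP intensity difference per well; some compounds called inactive have numbers as strong as hits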
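Buffer or medium: tetracycline-free induction medium containing charcoal-stripped FBS / Reagent: dexamethasone agonist, 1.0 µM final, for 30 min / Technique: automated 10x imaging of fixed Hoechst-stained cells / Times: induction 48 h, compound 1 h, agonist 30 min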
b-catenin transl: modulators of beta-catenin nuclear translocation. nuclear translocation activity, % at 5 µM. AID 1665. hit rate 0.3% among 190,000. HeLa beta-catenin nuclear translocation, immunofluorescence imaging;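 active = nuclear translocation activity above 50% at 5 µM, with a well cell count of 50 or more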;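 also: per-cell ratio of nuclear to cytoplasmic median beta-catenin stain intensity; plate controls were DMSO negative control for no effect and GSK-3 inhibitor IX positive control for full effect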
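test system = HeLa cells, endogenous beta-catenin | dosing = single 5 µM dose plus 0.02–20 µM confirmation series | times = compound treatment 24 h, 37°C, 5% CO2 | technique = beta-catenin immunofluorescence imaging with DAPI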
Yfh1-off respiration: mitochondrial function rescue without frataxin homolog – Friedreich's ataxia, plus single-dose screen, dose response (AID 1465); S. cerevisiae Yfh1-off respiration, WST-1 reduction, 72 h; higher fold induction means a stronger effect; hit rate 0.074% among 220,000; fold induction at 50 µM, or EC50 in µM where a hit was titrated;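 active = fold induction of absorbance versus untreated yeast above a set limit, then at least 30% activation at any dose in follow-up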;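 also: activators that raise dye reduction in frataxin-depleted yeast; strong numbers were not always called active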
PMI inhibition: human PMI inhibitors, high substrate, primary screen, biochemical, fluorescence intensity, high mannose 6-phosphate (AID 1220); inhibition, % at 20 µM, or IC50 in µM where a hit was titrated; recombinant PMI enzyme, coupled fluorescence intensity; higher % means a stronger effect; hit rate 0.66% among 190,000
MT stabilizer: microtubule stabilization, imaging screen; HeLa tubulin immunostaining HCS, 24 h; share of cells brighter than vehicle mean+2SD; % tubulin-high responders, % at 10 µM; hit rate 0.83% among 200,000;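 active = plate Z-score above 3 for both tubulin-high and condensed-nucleus cell shares, with cell loss under 80%, at 10 µM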;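 also: anti alpha tubulin signal scored within the nucleus-defined area of each cell; some results filed as inactive read as strong as hits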
WT yeast gro inh: growth inhibition of WT yeast, mitochondrial fusion screen; AID 1362; inhibition, % at 10 µM; mitochondrial fusion phenotypic screen, WT strain; hit rate 2.1% among 190,000; in the data active = inhibition above about 58%; tested in S. cerevisiae
Insulin prom up: MIN6 insulin promoter up-regulation. MIN6 insulin promoter-GFP reporter, high-content imaging; hits give high values. z-score at 5 µM. hit rate 0.3% among 190,000;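 active = z-score above 3 at 5 µM with at least 500 cells counted in the well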
WT yeast gro inh mutant strain: recorded beside WT yeast gro inh, whose call it bears; inhibition, %; mitochondrial fusion phenotypic screen, mutant strain inhibition
Dynein transport cytoplasmic EGFP: also measured in Dynein transport; calls as there; z-score; measured here: cytoplasmic GR-EGFP intensity; hits give high values
Dynein transport nuclear GR-EGFP: second read-out of Dynein transport, no call of its own (marks repeat the call); z-score; measured here: nuclear GR-EGFP intensity;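 lower value marks the stronger effect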
Dynein transport cell count: second read-out of Dynein transport, no call of its own (marks repeat the call); z-score; measured here: cell count per field
Insulin prom up cell count: also measured in Insulin prom up; calls as there; cell count; measured here: cytotoxicity, nuclei count;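 total cells summed across four imaged fields per well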
b-catenin transl cell count 5 µM: recorded beside b-catenin transl, whose call it bears; cell count; measured here: cell count, cytotoxicity flag
MT stabilizer Hoechst-high %: further read-out of MT stabilizer, marked with its call; % Hoechst-high responders; measured here: nuclear condensation Hoechst responders;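 share of cells brighter than vehicle mean plus two SD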
MT stabilizer cytotoxicity %: recorded beside MT stabilizer, whose call it bears; toxicity, %; measured here: cytotoxicity by cell density;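 0% = mean cell density of plate MIN control wells and 100% = no cells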
Autophagy mod cell loss 18 h: further read-out of Autophagy mod, marked with its call; toxicity, %; measured here: cell loss, nuclei count;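 cell loss after 18 h compound exposure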
Numbers without * were called inactive; i = inactive; . = no result given; & = joins results of further samples. Rule as the data show it, unless noted: active = inhibition above about 50%; inactive = the rest.

SMILES	human PMI inhibition	Autophagy mod	Autophagy mod cell loss 18 h	Dynein transport	Dynein transport cytoplasmic EGFP	Dynein transport nuclear GR-EGFP	Dynein transport cell count	b-catenin transl	b-catenin transl cell count 5 µM	Yfh1-off respiration	PMI inhibition	MT stabilizer	MT stabilizer Hoechst-high %	MT stabilizer cytotoxicity %	WT yeast gro inh	WT yeast gro inh mutant strain	Insulin prom up	Insulin prom up cell count
CCOC(=O)c1c(-c2ccccc2)cn2ccccc12	54%*	i	26	-0.54	-0.22	0.095	2.7	.	.	i	12%	2.9	2.3	7.0	-8	4	.	.
O=C(NCC1CCCO1)C1CC(c2ccccc2Cl)=NO1 (stereo unspecified)	11%	i	-18	1.3	-0.43	0.54	0.23	1.9	1125	i	6%	1.4	1.1	9.4	4	-12	0.06	826
O=C(COC(=O)CCS(=O)(=O)c1ccc(Cl)cc1)NC1CCCCC1	-4%	i	4	-0.15	-0.042	0.28	-0.15	.	.	i	-2%	1.8	2.0	6.6	12	-5	0.68	835
O=C(CN1CCN(c2ccccc2F)CC1)NC(=O)NCc1ccco1	-39%	i	11	-0.32	-0.27	-0.15	0.4	-1.3	1064	i	-35%	1.6	1.5	8.3	3	4	-0.81	1067
CC(C)(C)c1ccc(NC(=S)NCc2cccnc2)cc1	.	.	.	0.96	-0.18	0.44	-0.36	0.2	1316	i	.	.	.	.	.	.	-0.03	1035
COc1ccc(N(CC(=O)N2CCN(Cc3ccc4c(c3)OCO4)CC2)S(C)(=O)=O)cc1OC	4%	i	-1	2.1	-0.24	0.88	-0.49	0.0	1159	i	11%	5.4	2.3	5.7	14	12	.	.
CCCc1nc2c(o1)CC(CC(C)SCC)CC2=O (stereo unspecified)	-6%	i	-3	-0.14	-0.25	0.58	-0.019	-10	912	i	3%	2.4	2.4	3.6	32	13	-0.13	1634
COc1ccc(CNC(=O)COC(=O)CCC(=O)c2cccs2)cc1	.	.	.	-0.15	-0.23	-0.035	0.1	2.2	1318	i	.	.	.	.	.	.	0.15	1070
Cc1c(C(=O)NCCCN2CCOCC2)sc2ncnc(N3CCN(c4ccccc4)CC3)c12	7%	i	11	-0.18	-0.11	0.36	0.24	0.2	1100	i	3%	4.1	2.2	6.9	8	20	-0.85	1272
COc1ccc(CNc2oc(C)nc2C#N)cc1	-4%	i	-3	1.1	-0.23	0.71	-0.91	-1.6	1208	i	-1%	6.5	3.5	6.8	9	0	.	.
CCOC(=O)c1ncn2c1CN(C)C(=O)c1cc(F)ccc1-2	4%&9%	i	4	0.54	-0.25	0.69	-0.012	-1.4	1122	i	0%&16%	3.2	1.9	6.0	-11&-6	-1&-20	-0.3	1457
Cc1oc(-c2ccccc2Cl)nc1CSCC(=O)O	-4%	i	0	0.53	-0.0049	0.39	-0.54	-1.3	1141	i	-3%	6.1	1.7	7.6	-11	-4	-0.95	986
CCOC(=O)CSc1nc2cccnc2n1-c1ccc(F)cc1	4%	i	-8	-1	-0.14	-1.1	0.33	.	.	i	7%	4.0	1.1	2.8	1	13	0.41	1315
N#Cc1ccccc1NC(=S)Nc1ccc(F)cc1	4%	i	-4	-0.4	-0.21	0.27	-0.16	-4.0	981	i	4%	1.4	1.1	2.6	17	5	0.66	1625
COc1ccc(S(=O)(=O)N2CCNC(=O)C2)cc1Br	0%	i	-5	-1.2	-0.37	-0.89	1.3	-5.1	1078	i	1%	1.4	1.9	5.9	-9	-5	-0.26	1250

The closing four records of the section before are carried over, then new ones follow:
SMILES	human PMI inhibition	Autophagy mod	Autophagy mod cell loss 18 h	Dynein transport	Dynein transport cytoplasmic EGFP	Dynein transport nuclear GR-EGFP	Dynein transport cell count	b-catenin transl	b-catenin transl cell count 5 µM	Yfh1-off respiration	PMI inhibition	MT stabilizer	MT stabilizer Hoechst-high %	MT stabilizer cytotoxicity %	WT yeast gro inh	WT yeast gro inh mutant strain	Insulin prom up	Insulin prom up cell count
Cc1oc(-c2ccccc2Cl)nc1CSCC(=O)O	-4%	i	0	0.53	-0.0049	0.39	-0.54	-1.3	1141	i	-3%	6.1	1.7	7.6	-11	-4	-0.95	986
CCOC(=O)CSc1nc2cccnc2n1-c1ccc(F)cc1	4%	i	-8	-1	-0.14	-1.1	0.33	.	.	i	7%	4.0	1.1	2.8	1	13	0.41	1315
N#Cc1ccccc1NC(=S)Nc1ccc(F)cc1	4%	i	-4	-0.4	-0.21	0.27	-0.16	-4.0	981	i	4%	1.4	1.1	2.6	17	5	0.66	1625
COc1ccc(S(=O)(=O)N2CCNC(=O)C2)cc1Br	0%	i	-5	-1.2	-0.37	-0.89	1.3	-5.1	1078	i	1%	1.4	1.9	5.9	-9	-5	-0.26	1250
CCOC(=O)C1=C(c2ccccc2)O/C(=C(/C(=O)OC)C(F)(F)F)S1	8%	i	-3	0.64	-0.15	0.73	-0.85	2.1	1060	i	4%	1.8	1.5	9.2	-4	-1	.	.
CC1(C)CC(NCCC(c2ccccc2)c2ccco2)CCO1 (stereo unspecified)	.	.	.	-0.077	-0.18	-0.14	-0.58	0.0	1364	i	.	.	.	.	.	.	-0.16	1037
Cc1cccc(Cn2cnc3c(nnn3Cc3ccccc3F)c2=O)c1	-8%	i	5	4.6	-0.26	3.1	-1.4	-3.8	921	i	2%	1.6	1.6	2.6	-6	-6	-0.13	1532
N/C(=N\c1nc2ccccc2o1)NC(=O)c1ccc(F)cc1	4%	i	-28	-0.47	-0.21	0.18	0.61	-1.4	895	i	4%	3.2	1.9	6.5	-2	-2	0.28	1421
COc1cc(C(=S)N2CCN(C)CC2)ccc1OCC(=O)NCc1ccccc1	-4%	i	-15	0.18	-0.31	-0.076	0.51	1.3	1029	i	0%	0.5	1.9	15	0	14	-0.04	1467
O=C(Nc1nc(NC(=O)c2ccco2)n(-c2ccccc2)n1)c1ccccc1	-24%	i	13	-0.4	-0.27	-0.23	0.2	0.9	993	>100µM*	-29%	1.3	0.6	11	8	0	-1.1	1395
COc1cccc(CN2CCCC(C(=O)c3ccc4c(c3)OCO4)C2)c1O (stereo unspecified)	9%	i	-13	1.4	0.016	0.97	-1.4	-0.6	1090	i	10%	2.8	0.4	4.7	14	11	0.03	1416
CCn1c2ccccc2c2nnc(SCc3ccccc3)nc21	18%	i	-2	-0.33	-0.23	0.11	0.55	0.8	997	i	24%	7.6	4.1	6.5	58*	40*	-0.15	1505
CN(CCCNC(=O)c1cc2c(=O)[nH]c3ccccc3c2n1C)Cc1ccccc1	7%	i	19	-0.066	-0.26	0.02	0.4	-1.1	1155	i	1%	1.7	2.0	0.4	0	4	-0.61	1216
CCOc1ccc(C(C)=O)cc1CSc1nnnn1-c1ccc(O)cc1	-1%	i	-5	0.26	-0.27	0.61	-0.6	-6.9	1093	i	-2%	3.8	4.2	7.3	-16	8	-0.27	1187
O=C(Nc1ccc2[nH]c(=O)[nH]c2c1)c1c(F)c(F)c(F)c(F)c1F	-6%	i	-4	-1.1	-0.29	-0.83	2.7	-3.1	946	i	-8%	3.1	3.3	7.1	-6	-7	1.3	1582
Cc1ccc(C)c(OCC(=O)Nc2nc3ccc([N+](=O)[O-])cc3s2)c1	0%	i	-12	-0.068	-0.21	-0.05	0.82	.	.	i	-3%	6.6	1.9	7.7	6	6	-0.29	1318
C=CCNC(=O)c1cc2cccc(OC)c2oc1=O	10%	i	-9	0.39	-0.08	-0.028	0.5	-1.0	1042	i	7%	1.9	1.9	5.3	-6	-34	0.38	1613
Cc1ccc(NC(=O)C2=C(c3ccccc3)S(=O)(=O)CCS2(=O)=O)cc1	-13%	i	-1	-3	1.7	-1.9	-0.39	-1.1	1002	i	-10%	1.4	2.4	7.1	20	9	0.45	1117
CC(=O)NCCCNc1ccc([N+](=O)[O-])cc1	10%	i	1	-0.62	-0.32	-0.67	0.76	-2.0	961	i	18%	3.6	2.0	5.3	1	2	0.16	1284
N#Cc1ccccc1Cn1cc(/C=N/Nc2ccc([N+](=O)[O-])cn2)c2ccccc21	3%	i	-39	-3.1	9.9	-0.19	0.93	-3.1	568	i	2%	3.3	3.0	11	9	19	.	.
OCCC1CN(Cc2cccc(O)c2)CCN1CCc1ccccc1 (stereo unspecified)	4%	i	-12	1.9	-0.2	1.2	-1.7	-0.3	1066	i	-3%	2.7	1.2	3.4	10	9	0.55	1306
O=C(CS(=O)(=O)c1cn(Cc2ccc(F)cc2)c2ccccc12)N1CCOCC1	3%	i	11	0.46	-0.28	0.61	-0.4	1.5	1023	i	1%	4.1	2.0	10	9	-8	0.22	1447
O=C(O)c1c(NC(=O)c2cccc3ccccc23)sc2c1CCC2	0%	i	-43	-0.34	-0.1	-0.37	0.77	-0.3	1002	i	-6%	2.5	2.6	5.7	12	13	1.1	501
C/C(=N\NC(=O)C1CC1(C)c1ccccc1)c1ccco1 (stereo unspecified)	12%	i	2	0.66	-0.2	0.48	0.044	1.1	842	i	4%	2.4	2.9	5.8	-8	11	1.6	1275
O=C(O)Cn1nnnc1SCC(=O)Nc1ccc(OC(F)(F)F)cc1	6%	i	15	1.8	-0.24	1.1	-0.6	-1.1	1438	i	-6%	5.8	1.7	1.1	-5	7	0.02	1450

Some of the entries so far, comma-delimited:
structure,human PMI inhibition,Autophagy mod,Autophagy mod cell loss 18 h,Dynein transport,Dynein transport cytoplasmic EGFP,Dynein transport nuclear GR-EGFP,Dynein transport cell count,b-catenin transl,b-catenin transl cell count 5 µM,Yfh1-off respiration,PMI inhibition,MT stabilizer,MT stabilizer Hoechst-high %,MT stabilizer cytotoxicity %,WT yeast gro inh,WT yeast gro inh mutant strain,Insulin prom up,Insulin prom up cell count
OCCC1CN(Cc2cccc(O)c2)CCN1CCc1ccccc1 (stereo unspecified),4%,i,-12,1.9,-0.2,1.2,-1.7,-0.3,1066,i,-3%,2.7,1.2,3.4,10,9,0.55,1306
O=C(O)Cn1nnnc1SCC(=O)Nc1ccc(OC(F)(F)F)cc1,6%,i,15,1.8,-0.24,1.1,-0.6,-1.1,1438,i,-6%,5.8,1.7,1.1,-5,7,0.02,1450
